Compound activity as filed in PubChem.
LYP inh 2: PTPN22 phosphatase inhibitors, primary screen, biochemical, DiFMUP fluorescence, 2 µM | recombinant LYP catalytic domain | inhibition, % at 2 µM | 96,000 tested, 0.21% active | Tyrosine-protein phosphatase non-receptor type 22 (Homo sapiens), Q9Y2R2;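 active = inhibition at 2 µM at or above a set limit, the screen mean plus 3 SD, cut at about 24% in these data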;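 note: 0% = DMSO with enzyme and 100% = enzyme fully blocked by orthovanadate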
VCAM1 TNFa inh: inhibitors of TNFa-induced VCAM1 expression, primary screen, imaging, HUVEC, TNFa stimulus, immunofluorescence | HUVEC TNFa-induced VCAM-1 immunofluorescence, high-content imaging | inhibition, % at 2 µM | 95,000 tested, 0.48% active | AID 802, 2007;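 active = inhibition above the batch mean plus 3 SD, with images confirmed as a hit by eye, cut at about 37% in these data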;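 note: 0% = TNF-stimulated DMSO wells and 100% = unstimulated control wells; not every result past the cut was called active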
HUVEC tox IL1B: cytotoxicity in IL-1B stimulated HUVEC, primary screen, cytotoxicity control for IL-1B NFkB translocation project, imaging, Hoechst nuclear count, IL-1B stimulus | HUVEC cell count loss | AID 845, 2007 | cell count reduction, % at 2 µM | 94,000 tested, 0.41% active;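 active = cell count reduction more than 3 SD above the screen-wide mean, cut at about 70% in these data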;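 note: normalized per plate to untreated control cells as the no-loss baseline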
F-actin modifier: modifiers of F-actin cytoskeleton organization, primary screen, imaging, HUVEC, phalloidin staining, high-content imaging. 91,000 tested, 0.18% active. inhibition, % at 2 µM. HUVEC TNFa F-actin phalloidin imaging;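 active = inhibition above the batch mean plus 3 SD and confirmed as a hit by visual image inspection, cut at about 30% in these data, passing the limit was not always enough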; note: strong numbers were not always called active
FAK blocker: FAK kinase inhibitors, primary screen, biochemical | Focal adhesion kinase 1 (Homo sapiens), Q05397 | biochemical FAK kinase activity assay | inhibition, %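 (tested at 7 µM)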 | 97,000 tested, 0.84% active; in the data active = inhibition above about 19%;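 note: 0% = DMSO and 100% = reference compound high control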
Target sequence (Q05397 whole entry, looked up): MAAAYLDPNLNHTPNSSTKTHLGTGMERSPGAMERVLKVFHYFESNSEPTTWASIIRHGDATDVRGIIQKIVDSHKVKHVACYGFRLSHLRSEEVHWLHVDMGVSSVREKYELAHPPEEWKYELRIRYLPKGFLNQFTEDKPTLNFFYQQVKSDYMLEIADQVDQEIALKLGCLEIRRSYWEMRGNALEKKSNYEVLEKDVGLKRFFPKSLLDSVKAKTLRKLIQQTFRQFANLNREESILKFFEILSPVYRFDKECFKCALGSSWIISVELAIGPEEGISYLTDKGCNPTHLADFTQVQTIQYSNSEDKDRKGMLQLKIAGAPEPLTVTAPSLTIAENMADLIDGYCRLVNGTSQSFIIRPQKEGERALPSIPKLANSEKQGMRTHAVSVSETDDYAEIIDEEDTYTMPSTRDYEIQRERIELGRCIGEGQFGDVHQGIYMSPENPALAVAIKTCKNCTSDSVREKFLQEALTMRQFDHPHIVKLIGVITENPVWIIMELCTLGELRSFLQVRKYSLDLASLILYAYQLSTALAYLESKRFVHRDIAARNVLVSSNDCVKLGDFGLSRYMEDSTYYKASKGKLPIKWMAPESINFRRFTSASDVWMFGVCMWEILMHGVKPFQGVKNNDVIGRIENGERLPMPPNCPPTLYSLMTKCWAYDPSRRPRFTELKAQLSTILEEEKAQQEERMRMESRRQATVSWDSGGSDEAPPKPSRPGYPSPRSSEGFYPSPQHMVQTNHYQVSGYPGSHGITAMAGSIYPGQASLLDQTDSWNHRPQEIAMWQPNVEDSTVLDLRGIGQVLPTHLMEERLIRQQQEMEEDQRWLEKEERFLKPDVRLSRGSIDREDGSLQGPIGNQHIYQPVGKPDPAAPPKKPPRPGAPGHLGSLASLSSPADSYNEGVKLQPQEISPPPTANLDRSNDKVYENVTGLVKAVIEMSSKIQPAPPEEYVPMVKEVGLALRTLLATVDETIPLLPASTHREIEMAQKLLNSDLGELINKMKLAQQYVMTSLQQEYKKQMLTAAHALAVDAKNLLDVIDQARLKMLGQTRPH
PTPN22 act: LYP phosphatase activators, primary screen, biochemical, DiFMUP fluorescence, 2 µM; recombinant LYP; 0 = plate median, 100 = signal doubled; 96,000 tested, 0.11% active; activation, % at 2 µM;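 active = activation at 2 µM above a set limit, the mean plus 5 SD, cut at about 37% in these data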
HUVEC tox TNFa: cytotoxicity in TNFa-stimulated HUVEC, primary screen, cytotoxicity control for VCAM1 expression modulator project, imaging, Hoechst nuclei count; HUVEC TNFalpha-stimulated, Hoechst cell count; cell count reduction, % at 2 µM; 93,000 tested, 0.17% active;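 active = cell count reduction exceeding the screen mean by over 5 SD, scaled to untreated wells per plate, cut at about 78% in these data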;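 note: cells counted after 24 h of TNF alpha exposure following the 1 h pretreatment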
PTK2B oligo ant: antagonists of Pyk2 self-association, primary screen, Q293 cells, FERM NanoBiT luminescence, HTS; Protein-tyrosine kinase 2-beta (Homo sapiens), Q14289; AID 1347419, 2020; z-score (the deposit names both 25 µM and 10 µM); 99,000 tested, 0.83% active; active compounds read low;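 active = Z-score of -3 or lower, scaled per plate to the spread of control and sample wells; inactive = z-score above -3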;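 note: negative z-score means lost luminescence so less FERM oligomerization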
ERa coact inh: ERα–SRC-1 coactivator interaction inhibitors, primary screen, biochemical, TR-FRET, ERα LBD, estradiol-bound | inhibition, % at 25.6 µM | 86,000 tested, 1.7% active | TR-FRET ER-alpha LBD / SRC-1 peptide | AID 629, 2007; in the data active = inhibition above about 50%;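 note: 0% = receptor plus peptide control and 100% = peptide only without receptor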
* marks the source's active call; other numbers are inactive results; · = no result given; [ ] = remark or other dose.

SMILES	LYP inh 2	VCAM1 TNFa inh	HUVEC tox IL1B	F-actin modifier	FAK blocker	PTPN22 act	HUVEC tox TNFa	PTK2B oligo ant	ERa coact inh
O=C(Nc1ccc2c(c1)OCCO2)c1ccc(Br)c(S(=O)(=O)N2CCOCC2)c1	9	-11	5	-39	5	-11	52	-1.8	0
CC(SC(=S)N1CCOCC1)C(=O)O (configuration not stated)	3	0	-7	17	0	-2	-47	-0.28	-6
Cc1nnc(SCC(=O)N(C)Cc2ccccc2)[nH]c1=O	-11	-5	-12	12	5	9	10	1.3	-8
Cc1ccc(-n2c(C)nc3c(cnn3-c3ccccc3Cl)c2=O)cc1C	-2	7	-18	·	-1	2	-2	-0.97	-4
CC1Cc2cc(C3(O)C(=O)c4ccccc4C3=O)ccc2N1 (configuration not stated)	-8	8	2	-7	0	9	-14	1.2	-4
CC(=O)Nc1ccc(C(=O)CSc2nnc(Cc3ccccc3)o2)cc1	7	9	-23	14	3	-5	-11	1.6	14
O=C(Nc1ccc(OCc2ccccc2)cc1)c1cccnc1	-14	6	-7	12	1	14	-16	-0.01	-4
N#Cc1nc(COc2ccc(F)cc2)oc1NCCN1CCOCC1	0	-7	17	1	-2	1	·	0.38	-10
O=C(Nc1ccc(N2CCOCC2)c(C(=O)O)c1)c1ccco1	3	-3	-4	9	-1	-2	-21	·	·
Cc1nc(SC(C(=O)c2ccccc2)c2ccccc2)n[nH]1 (configuration not stated)	-8	18	-1	-2	4	12	-24	-1.4	-5
COc1ccc(C(=O)n2nc(-c3ccco3)nc2N)cc1	9	-21	4	10	2	-10	·	0.1	-26[fluorescence artefact?]
COc1ccccc1NC(=O)c1cccnc1	-6	4	4	-16	2	10	-3	0.25	-4
CCCCNC(=O)Nc1cc(C(=O)OC)ccc1Cl	0	-14	-11	4	5	2	-9	-0.73	-2
Cc1ccc(S(=O)(=O)N2CCCCC2)cc1C(=O)Nc1ccc2cn[nH]c2c1	-1	-15	-15	25	5	0	-8	1.6	8[fluorescence artefact?]
CCCN1C(=O)SC(CC(=O)Nc2ccccc2C)C1=O (configuration not stated)	1	23	-6	8	0	0	-23	0.38	-28
N#Cc1cn(-c2ccccc2)nc1-c1ccc2c(c1)OCCO2	0	18	6	-14	-3	-1	6	0.03	4[fluorescence artefact?]
CCOC(=O)c1ccc(N2CSC3=C(C#N)C(c4ccc(OC)cc4OC)CC(=O)N3C2)cc1 (configuration not stated)	0	23	-8	-9	0	-2	-37	·	-3
CCOC(=O)C1[C@H]2C(=O)N(CCCOC)C[C@]23C=C[C@H]1O3 (some centres not stated)	-3	-11	-42	-46	-3	3	-4	1.4	2[fluorescence artefact?]
COc1ccc(-n2c(=O)[nH]cc(C(=O)Nc3ccccc3)c2=O)cc1	0	-4	-2	3	0	-1	53	·	0
CC(=O)NCC1=C(NC(C)=O)C2CC1C(C)(C)C2C (configuration not stated)	1	-7	-2	11	1	2	-3	·	-28
CCN(C(=O)c1ccco1)c1nnc(-c2ccc(OC)cc2)s1	-9	19	-32	6	2	6	-36	-1.6	0
COc1ccc(S(=O)(=O)N2CCC[C@H]2C(=O)NC2=NCCS2)cc1	-8	11	-15	-5	-7	9	-9	2.2	-2
CC1(C)CC(=O)c2sc(N)nc2C1	-18	7	-5	4	-1	12	-4	2.6	8
COc1ccccc1-c1nnc(SCC(=O)OC(C)C)o1	-12	26	14	5	2	12	-58	-0.06	9
C=CCNC(=O)C1=NOC(CNC(=O)c2c(-c3ccccc3Cl)noc2C)C1 (configuration not stated)	-13	6	-2	-9	-2	16	-12	-0.24	·
CC1(C)C(=O)C2(CCCC2)C(=O)OC1c1ccco1 (configuration not stated)	-11	7	8	9	1	10	12	0.51	-1
O=C(c1cccc(Cl)c1)N1CCN(C(=O)c2ccco2)CC1	-1	-5	-9	-2	-3	0	-12	-0.89	-2
CCSc1ncnc2c1oc1ccccc12	7	4	2	-10	2	-9	39	-0.19	-3
O=C1/C(=C/c2ccc(F)cc2)SC(=S)N1Nc1ncc(C(F)(F)F)cc1Cl	12	-6	-9	9	-2	-12	-4	1.1	·
O=C1CCC(=O)N1CN(C(=O)c1ccco1)c1ccccc1	-8	13	7	8	1	7	-19	0.09	9

Whole records from above.
CCN(C(=O)c1ccco1)c1nnc(-c2ccc(OC)cc2)s1 is entered as LYP inh 2: -9; VCAM1 TNFa inh: 19; HUVEC tox IL1B: -32; F-actin modifier: 6; FAK blocker: 2; PTPN22 act: 6; HUVEC tox TNFa: -36; PTK2B oligo ant: -1.6; ERa coact inh: 0
COc1ccccc1-c1nnc(SCC(=O)OC(C)C)o1 is entered as LYP inh 2: -12; VCAM1 TNFa inh: 26; HUVEC tox IL1B: 14; F-actin modifier: 5; FAK blocker: 2; PTPN22 act: 12; HUVEC tox TNFa: -58; PTK2B oligo ant: -0.06; ERa coact inh: 9

Continued:
SMILES	LYP inh 2	VCAM1 TNFa inh	HUVEC tox IL1B	F-actin modifier	FAK blocker	PTPN22 act	HUVEC tox TNFa	PTK2B oligo ant	ERa coact inh
CNc1nc(C)c(C#N)cc1C(C)=O	-7	21	1	3	0	11	36	0.37	0
CC(=O)Nc1ccc(NC(=O)c2c(C)nc3ccccn23)cc1	-6	22	18	22	1	4	-10	-0.12	2
Cn1c(SCC(=O)NCc2ccco2)nnc1-c1ccc(S(=O)(=O)N2CCOCC2)cc1	9	0	-15	22	-3	-8	-21	0.15	20
CC(=O)OC1COC(N2CCc3cc(Br)c([N+](=O)[O-])cc32)C(OC(C)=O)C1OC(C)=O (configuration not stated)	-12	11	-14	-6	2	10	-13	0.55	·
NC(=O)c1c(NC(=O)CSc2nc3c(c(C(F)(F)F)n2)CCc2ccccc2-3)sc2c1CCCC2	10	5	-12	-1	0	-5	-18	0.53	·
O=C(CN1C(=O)CCC1=O)Nc1nc2c(F)cc(F)cc2s1	9	1	-18	18	3	-11	3	·	0[fluorescence artefact?]
COc1ccc(N(C)C(=O)c2cnc(N3CCN(c4ncccn4)CC3)c3ccccc23)cc1	-3	8	-16	-8	-4	7	-4	-2.4	-3
COC(=O)COc1ccc(S(=O)(=O)Nc2ccc3c(c2)OCO3)cc1	-6	17	-22	-2	-1	5	0	0.17	67*
Cc1cc2oc(=O)c3c(c2cc1OCc1nn[nH]n1)CCCC3	-4	13	8	-3	-5	3	-22	0.81	8
Cc1ccc(S(=O)(=O)N2CCN(C(=O)CSc3nc4ccccc4c(=O)[nH]3)CC2)c(C)c1	-12	5	-32	-10	2	10	-9	-0.8	-3
C=CCNC(=O)c1onc(CSc2ccc(F)c(F)c2)c1C(=O)O	12	-6	11	-6	4	-9	-15	·	·
O=c1c2cnn(-c3ccccc3)c2ncn1/N=C/c1ccncc1	1	0	14	5	2	2	-41	·	3
COc1ccc(NC(=O)Cn2nnc(-c3ccccc3NC(=O)c3cccs3)n2)cc1	0	-3	-3	-6	7	-3	-12	-0.29	33[fluorescence artefact?]
CC1CCN(CCCNC(=O)C2CCN(S(=O)(=O)N3CCCCC3)CC2)CC1	-7	4	-13	20	-4	4	-34	-0.27	-2
CCOC(=O)c1sc(C)c2c(=O)n(CCc3ccccc3)nnc12	10	-6	-36	-9	-1	-7	6	0.64	·
CCCC(=O)c1cc(F)c(N2CCN(CCC#N)CC2)cc1C	-10	11	-2	13	0	8	-22	0.07	-10
Cc1cc(C)c(C)c(S(=O)(=O)NCc2ccc(C(=O)N3CCCCC3)cc2)c1C	0	7	7	6	0	-1	-40	-0.98	1
COC(=O)c1ccccc1S(=O)(=O)NC(=O)c1ccccc1	-20	24	-33	6	1	14	-6	0.66	-19
O=C(c1ccccc1)c1nn(-c2ccc(Cl)cc2)cc1C(=O)c1cc2ccccc2oc1=O	14	2	-14	16	-2	-12	-14	-0.43	·
CCCCn1c(CN2CCN(CCO)CC2)nc2ccccc21	-4	4	-11	9	-1	3	-11	0.49	2
Cc1ccc(-c2sc(C)nc2CC(=O)O)cc1	4	0	4	15	-1	-5	-13	0.97	-3
CCc1ccc2[nH]c(O)c(N=Nc3nc(-c4ccccc4)cs3)c2c1	7	14	-2	16	1	-4	19	-1.2	·
Clc1ccc(Cc2ccccc2)nn1	-3	8	25	-4	0	5	-4	-0.45	·
CC(Cc1cccs1)NC(=O)Nc1ccc(Cl)c(Cl)c1 (configuration not stated)	-14	1	-28	·	11	9	-31	-2.2	3[fluorescence artefact?]
O=C(NC1CCCCCC1)C1CCN(S(=O)(=O)c2cccc3cccnc23)CC1	-24	11	-67	-19	-1	24	-9	·	8[fluorescence artefact?]
CCCNC(=O)Cc1c(O)c2ccccc2[nH]c1=O	1	-3	4	5	0	0	-6	0.73	-5
COc1ccc(N2CCN(C(=O)CSc3ncnc4scc(-c5ccc(C)cc5)c34)CC2)cc1	16	-2	-19	-8	5	-11	-23	0.39	·
Cc1ccc(NC(=O)c2ccccc2)cc1	-2	-16	-26	18	0	5	-1	1.3	-8
CCCNC(=O)c1ccc(N(Cc2ccccc2)S(C)(=O)=O)cc1	-36	8	3	-10	-2	35	9	-0.39	8[fluorescence artefact?]
CCCCNC(=S)N(C)/N=C/c1ccccc1C(=O)O	-2	-3	-17	-4	0	1	0	0.18	·
Cc1ccc(Nc2nc3c(c(=O)[nH]c(=O)n3C)n2Cc2ccc(F)cc2)cc1	4	10	-12	-6	0	-7	-2	-0.67	0
O=C(O)CCC(=O)N1N=C(c2cccs2)CC1c1cn(-c2ccccc2)nc1-c1ccccc1 (configuration not stated)	10	-13	18	-8	-2	-9	-20	-0.24	-7
O=c1cc(N2CCN(c3ccccc3)CC2)[nH]c(=O)n1-c1ccccc1Cl	-8	-6	8	-7	-1	8	-10	0.48	0
COc1ccccc1S(=O)Cc1ccc(C(=O)O)o1 (configuration not stated)	-7	·	-14	·	-1	4	·	-0.17	-1
COc1ccc(-c2nc(SCc3ccccc3)n(S(C)(=O)=O)n2)cc1	5	-10	·	-18	7	-8	-9	-1.3	-10
O=C(O)c1ccc(-c2ccc(Cl)cc2Cl)o1	-9	-18	11	-15	-3	8	0	1.4	·
COCCCn1c(SCC(=O)Nc2cccc(C)n2)nnc1-c1ccco1	0	-9	-12	-9	1	4	8	0.45	7[fluorescence artefact?]
Cc1ccccc1OCc1nc(-c2ccc(NC(=O)c3ccc4c(c3)OCO4)cc2)no1	0	10	·	-4	-5	-3	-7	2.2	47[fluorescence artefact?]
CC(C)NC(=O)c1onc(CSc2ccc(F)c(F)c2)c1C(=O)O	-6	22	-14	-38	-2	9	10	·	·
COc1ccc(Nc2ncnc3ccccc23)c(OC)c1	4	-4	-28	28	-1	-3	-15	-0.64	11[fluorescence artefact?]
Cc1cc(C)nc(SCc2nnc(SCC(=O)N3CCOCC3)o2)n1	-8	17	-18	-8	-2	8	10	0.53	-10
Cc1cc(C(=O)O)c2ccccc2n1	6	-19	8	-6	-1	-4	10	-0.21	1[fluorescence artefact?]
C=CCSc1nc2c(c(=N)n1CC=C)C1CCCC1S2 (configuration not stated)	2	-2	-6	13	-2	-3	-32	0.25	-5
CCc1cc2c(cc3c(=O)n(CC(=O)N4CCN(c5ccccn5)CC4)nc(CC)n32)s1	0	-10	6	-3	8	-3	-7	1.3	4[fluorescence artefact?]
CC(C)c1ccc2oc(-c3ccc(N)cc3)nc2c1	-2	·	0	·	-1	3	·	-1.5	7[fluorescence artefact?]
CCOC(=O)CSc1nc2c(c(=O)[nH]c(=O)n2C)n1CCCc1ccccc1	-6	-11	0	7	-3	9	-13	0.65	21
